# Nrf2 activator: Nrf2 pathway activation. AREc32 ARE-luciferase reporter (MCF7-derived line), luminescence, 24 h. Potency, µM (titrated, usually from 46.1 µM), inactives show top-dose activation, most hits filed as activators. 410,000 compounds, 0.31% hits; note: potency is the fitted concentration of half-maximal effect; % of control where 0% means no effect; nearly all actives have a fitted effect of over 65% in size
#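 ARE activation measured as luciferase luminescence (Steady-Glo, 30 min RT) in AREc32_Fluc cells after 24 hr compound exposure at 37 deg C, 5% CO2; cells seeded overnight at 1000/well in OPTI-MEM, 5% FBS.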
# MCF10A rereplic: inducers of DNA re-replication in MCF 10A breast cells | MCF 10A DNA re-replication, Hoechst nuclear intensity, 48 h | Potency, µM (top dose mostly 46.1 µM), inactives show at the top dose activity, positive = re-replication, usual class: activators | 350,000 compounds, 2.9% hits | AID 624296; note: potency is the fitted concentration of half-maximal effect; % of control where 0% means no effect; nearly all actives have a fitted effect of over 50% in size
# IL1B secr inh: inflammasome signaling inhibition, IL-1 beta readout. THP-1 LPS/ATP IL-1B secretion, AlphaLISA, 16 h; active compounds read low. activity change, % at 57.5 µM. 360,000 compounds, 4.7% hits. AID 743279; in the data active = activity change below about -50%; inconclusive = mostly about -30% to -49%; note: % is set by controls: 0 for no effect and ±100 for the full control effect
#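 Secreted IL-1B measured by AlphaLISA bead assay after 16 h compound exposure of THP-1 cells; compounds (final up to 57.5 uM) added 1 h before LPS (250 ng/mL) and ATP (1.25 mM) stimulation; lower signal means less secretion.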
# Nrf2 inh: Nrf2 pathway inhibition | A549 ARE-Fluc reporter, luciferase luminescence, 18-24 h | Potency, µM (doses to about 46 µM), for inactives: top-dose activity change, negative = inhibition, actives largely listed as inhibitors | 360,000 compounds, 2.1% hits; note: potency is the fitted concentration of half-maximal effect; % is set by controls: 0 for no effect and ±100 for the full control effect; nearly all actives have a fitted effect of over 60% in size
#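 Reporter: ARE-Fluc in A549. Exposure: 18-24 h, 37 °C, 5% CO2, 5% FBS OPTI-MEM. Readouts: fluorescent cytotoxicity (CellTiter-Fluor), then luminescent Nrf2 signal after BugLite.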
# ATXN2 expr inh: inhibitors of ATXN2 expression; HEK-293 ATXN2-luciferase reporter, luminescence, 24 h; Potency, µM (highest dose often 57 µM), for the others: at the top dose activity change, negative = inhibition, most hits filed as inhibitors; 360,000 compounds, 0.72% hits; AID 1745845; note: potency is the fitted concentration of half-maximal effect; % is set by controls: 0 for no effect and ±100 for the full control effect; nearly all actives have a fitted effect of over 55% in size
#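 ATXN2-luciferase reporter cells (luciferase flanked by upstream and downstream ATXN2 gene portions) were treated 24 h at 37 °C with compounds at up to 57 uM. SteadyGlo luminescence gave expression; GF-AFC fluorescence gave viability.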
# TGFb inhibitor: TGF-b pathway inhibition; HepG2 CAGA-GFP TGF-b/SMAD3 reporter, GFP fluorescence, 18 h; TGF-beta stimulated, 500 pg/mL final; Potency, µM (doses to about 46.1 µM), without a hit: at the top dose activity, negative = inhibition, actives largely listed as inhibitors; 410,000 compounds, 1.2% hits; note: potency is the fitted concentration of half-maximal effect; % is set by controls: 0 for no effect and ±100 for the full control effect; nearly all actives have a fitted effect of over 65% in size
#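 Cell-based qHTS in HEPG2 carrying a CAGA-GFP Smad reporter; compounds added before 500 pg/mL final TGF-beta, 18 h incubation at 37 degrees C, GFP fluorescence quantified per cell by imaging cytometry.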
# HepG2 tox: counter-screen for TGF-b inhibitors: cytotoxicity in HepG2 cells. Potency, µM (series often up to 46.1 µM), for inactives: at the top dose activity change, negative = cytotoxicity, most hits filed as cytotoxic. 410,000 compounds, 0.76% hits. HepG2 CAGA-GFP viability, ATP luminescence, 18 h. AID 588856; note: potency is the fitted concentration of half-maximal effect; some results filed as inactive show a strong effect at the top dose
#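 CellTiter-Glo luminescence gave cytotoxicity after 18 hours at 37 degrees C. The cells were HepG2 CAGA-GFP in 1% FBS DMEM, stimulated with 500 pg/mL TGF-beta after compound addition. %Activity was normalised to no-cell wells (complete cell-killing) and DMSO (no toxicity), and curves were fitted and classified.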
# ATXN viability: cell viability loss in ATXN counter-screen; S2 cells (HEK-293 line with an ATXN2-luciferase reporter) viability, CellTiter-Fluor protease fluorescence, 24 h; Potency, µM (top dose mostly 56.7 µM), most hits filed as cytotoxic; 400,000 compounds, 0.49% hits; AID 651635; note: potency is the fitted concentration of half-maximal effect; nearly all actives have a fitted effect of over 40% in size
# A549 tox: counter-screen for Nrf2 inhibitors: cytotoxicity in A549 cells. Potency, µM (top dose mostly 46 µM), for the others: top-dose activity change, negative = cytotoxicity, usual class: inhibitors. 390,000 compounds, 0.16% hits. A549 ARE-Fluc cells, CellTiter-Fluor viability, 18-24 h; note: potency is the fitted concentration of half-maximal effect; % is set by controls: 0 for no effect and ±100 for the full control effect
#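 A549 ARE_Fluc cells in 5% FBS OPTI-MEM were exposed to compounds in concentration-response for 18-24 h at 37 deg C. Viability was read by CellTiter-Fluor fluorescence (Ex 405/Em 525) after 30 min, before the luciferase read.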
# * marks the source's active call; other numbers are inactive results; i = inactive; ? = inconclusive; / = no result given; [ ] = dose if it differs, or a comment. Unless noted, calls come from the whole dose curve; as a rule, active = well fitted curve in the direction sought with a large enough effect; inconclusive = small, poorly fitted or top-dose-only effect, or another doubt; inactive = no such curve, though single readings can be large; an effect the other way counts as inactive or inconclusive.
SMILES,Nrf2 activator,MCF10A rereplic,IL1B secr inh,Nrf2 inh,ATXN2 expr inh,TGFb inhibitor,HepG2 tox,ATXN viability,A549 tox
N#CC(C(=O)C12CC3CC(CC(C3)C1)C2)c1nc2ccccc2[nH]1 (centres undefined),4.0%,?,-10,?,13%,28%,-25%,i,-16%
c1ccc(-c2nn(-c3ccccc3)[n+](-c3ccccc3)n2)cc1,-0.1%,12%,15,21µM*,?,10µM*,-52%,?,-7%
CCN(C(=O)CSc1ncccc1C(=O)Oc1cccc([N+](=O)[O-])c1)c1cccc(C)c1,4.6%,?,-55*,16%,-9%,-30%,-23%,i,-2%
COc1cccc(CNCCc2ccc(F)cc2)c1,0.1%,-13%,-14,?,/,-2%,-38%,i,-11%
C[N+]1(CC(O)c2ccccc2)CCCCCC1 (centres undefined),-0.9%,16%,19,9%,/,47%[activator],5%,i,-6%
Nc1ccc(-c2ccccc2)cc1,0.3%,1%,-5,15%,24%,14%,1%,i,0%
COc1ccc(CN2CCN(Cc3ccccc3OC)CC2)cc1,-1.7%,-6%,6,3%,/,-2%,0%,i,8%
Fc1ccc(C2=CCN(C(c3ccc(Cl)cc3)c3nnnn3Cc3ccccc3)CC2)cc1 (centres undefined),0.0%,3%,-17,19%,1%,-1%,-14%,i,-12%
CN1C(=O)c2ccccc2Sc2ccc(NC(=O)NCc3ccc(Cl)cc3)cc21,-0.2%,/,/,15µM*,/,-3%,-3%,/,-11%
CC(=O)OC(C)(C)/C=C/C(=O)[C@](C)(O)C1[C@H](O)C[C@@]2(C)C3CC=C4C(C[C@H](O)C(=O)C4(C)C)[C@]3(C)C(=O)C[C@]12C (some centres undefined),-2.6%,?,-106*,?,?,?,-19%,?,0.65µM*
CC1(C)CC(=O)C(C=NCCN2CCN(C(=O)Cc3ccc(Cl)cc3)CC2)=C(O)C1,0.1%,13%,8,5%,0%,12%,-3%,i,15%
COc1ccc(OC)c(CC(=O)O)c1,0.0%,-3%,2,/,-5%,-3%,-2%,i,0%
C=CC(=O)OCCO,0.0%,?,-26,7%,36%[activator],0%,-3%,i,-11%
O=C(c1ccncc1)C12CN3CN(CN(C3)C1)C2,-0.1%,-3%,5,-16%,2%,0%,-18%,i,1%
CCOc1ccc(N=Cc2c(O)n(Cc3ccccc3)c(=S)[nH]c2=O)cc1,0.2%,-24%,2,7%,1%,-9%,5%,/,-5%
C=CCn1c(O)c(/C=N/N2CCCCC2)c(=O)[nH]c1=O,0.0%,0%,32,-14%,2%,14%,-5%,i,1%
CCN(CC)c1ccc(N=Cc2c(O)n(CCC3=CCCCC3)c(=O)[nH]c2=O)cc1,-0.4%,?,24,-4%,-20%,29%,17%,?,10%
O=c1[nH]c(=O)n(-c2cccc(Cl)c2)c(O)c1C=NCCCN1CCOCC1,-0.2%,-10%,7,0%,16%,-29%,-4%,i,-17%
O=C1NC(=O)C2(Cc3ccccc3N3CCOCC32)C(=O)N1c1ccccc1 (centres undefined),-0.5%,?,36,6%,-19%,-9%,13%,i,-10%
Cc1cccc(Cn2cccc(C(=O)Nc3nnc(C)s3)c2=O)c1,0.0%,/,/,/,-5%,?,-11%,i,1%

# Some of these compounds in order of number of heavy atoms, descending:
SMILES,Nrf2 activator,MCF10A rereplic,IL1B secr inh,Nrf2 inh,ATXN2 expr inh,TGFb inhibitor,HepG2 tox,ATXN viability,A549 tox
O=c1[nH]c(=O)n(-c2cccc(Cl)c2)c(O)c1C=NCCCN1CCOCC1,-0.2%,-10%,7,0%,16%,-29%,-4%,i,-17%
O=C(c1ccncc1)C12CN3CN(CN(C3)C1)C2,-0.1%,-3%,5,-16%,2%,0%,-18%,i,1%
C[N+]1(CC(O)c2ccccc2)CCCCCC1 (centres undefined),-0.9%,16%,19,9%,/,47%[activator],5%,i,-6%
C=CC(=O)OCCO,0.0%,?,-26,7%,36%[activator],0%,-3%,i,-11%

# New compounds follow.
SMILES,Nrf2 activator,MCF10A rereplic,IL1B secr inh,Nrf2 inh,ATXN2 expr inh,TGFb inhibitor,HepG2 tox,ATXN viability,A549 tox
Cc1ccc(S(=O)(=O)N2CCN(C(=O)COC(=O)Cc3ccccc3)CC2)c(C)c1,-0.7%,-25%,2,1%,-7%,-4%,-1%,i,1%
COc1ccc(-n2nc(C(=O)NCC(=O)N3CCC4(CC3)OCCO4)c3ccccc3c2=O)cc1,-0.5%,-4%,-12,?,36%[activator],4%,-38%,i,0%
CC1CCN(C(=O)CCl)CC1,20%,3%,?,4%,/,-30%,-37%,?,9%
COc1ccc(NC(=O)CN2C(=O)C(C)N=C(c3ccccc3F)c3cc(Cl)ccc32)c(OC)c1 (centres undefined),4.5%,/,/,/,/,?,-15%,/,1%
COc1ccc(CCn2c(O)c(C=NCc3cccnc3)c(=O)[nH]c2=O)cc1OC,-0.5%,2%[9.22 µM],14,-1%,-5%,-47%,4%,i,1%
c1ccc(C2NCCc3[nH]cnc32)cc1 (centres undefined),0.1%,0%,26,0%,/,-4%,-17%,i,-2%
O=[N+]([O-])c1cccc2c([N+](=O)[O-])cccc12,-0.4%,2%,-14,10%,-4%,-3%,-5%,i,0%
O=C(N/N=C/c1c(O)n(Cc2ccc(F)cc2)c(=S)[nH]c1=O)c1ccncc1,2.4%,?,8,24%,12%,30%[activator],23%,i,-11%
O=c1[nH]c(=S)n(Cc2ccc(F)cc2)c(O)c1C=NCc1cccnc1,-0.9%,23%,2,-22%,-13%,23%,-16%,i,6%
COc1ccc(CCNC(=O)c2ccc3c(c2)CCN3S(=O)(=O)c2ccc(C)cc2)cc1OC,4.3%,/,/,?,-12%,-18%,-18%,?,-3%
CCOC(=O)c1ccc2[nH]c(-c3ccc(S(=O)(=O)F)cc3)cc(=O)c2c1,-0.7%,3%,9,1%,/,7%,11%,i,1%
CCCCn1c(O)c(C(C)=NCc2ccc3c(c2)OCO3)c(=O)[nH]c1=O,0.9%,-2%,8,?,-22%,-3%,3%,i,11%
CCCC(CCC)C(=O)OC[N+](C)(C)CCOC(=O)C(O)(c1ccccc1)C1CCCC1 (centres undefined),-0.1%,-1%,?,-18%,/,-14%,-24%,i,15%
O=C1NC(=O)C(CCc2ccncc2)(CCc2ccncc2)C(=O)N1CCc1ccccc1,-0.6%,-14%,13,-4%,8%,12%,-7%,i,-2%
O=c1[nH]c2ccccc2n1C1CCN(C(c2ccccc2)c2nnnn2-c2ccc3c(c2)OCCO3)CC1 (centres undefined),-0.4%,/,-1,/,?,?,10%,/,/
CC1=C(C)CN2CC(C#N)=C(N)C2C1 (centres undefined),-0.3%,/,9,/,-2%,24%,-6%,i,/
CCC(=O)c1c(O)n(C2CCCCCC2)c(=O)[nH]c1=O,-0.4%,12%,1,?,-7%,3%,-33%,i,?
C[N+]1(C)C2CC(OC(=O)C(CO)c3ccccc3)CC1C1OC12 (centres undefined),0.3%,-22%,-20,2%,1%,1%,-18%,i,-9%
CCCCNc1ccncc1S(=O)(=O)NC(=O)NC(C)C,-0.1%,?,24,/,-5%,1%,-2%,i,-6%
O=C(COc1ccc(Br)cc1)N1CCN(Cc2ccc3c(c2)OCO3)CC1,-0.1%,0%,-60*,?,-13%,0%,-6%,i,-9%
COC(=O)C1=C(c2ccc(S(C)(=O)=O)cc2)C[C@@H]2CC[C@H]1N2C(=O)NCc1ccco1,-0.4%,6%,47,19%,6%,28%,4%,i,-2%
O=C(c1ccco1)c1cn(Cc2ccc(Cl)cc2)c2ccccc12,8.1%,?,-15,?,10%,?,1%,?,-19%
Cn1c(O)c(C=NCc2cccs2)c(=O)n(C)c1=O,6.7%,?,2,-3%,-10%,-1%,-3%,i,4%
CC(C)(C)n1cc(C(=O)c2ccccc2OCCCF)cn1,-0.2%,19%,-12,-4%,-19%,11%,2%,i,-2%
COC(=O)[C@@H]1C[C@]2(C(=O)O)c3ccccc3N(OOSc3ccccc3)[C@@H]2N1C(=O)OC,-0.8%,7%,11,7%,3%,4%,-2%,i,1%
OCCN(CC#CC(O)(c1ccccc1)C1CCCC1)CCO (centres undefined),0.0%,-4%,-1,8%,5%,2%,7%,i,-4%
COc1ccc(C2=CC(c3ccc4c(c3)OCO4)c3c(c4ccccc4oc3=O)O2)cc1OC (centres undefined),0.0%,2.6µM*,-21,-19%,-12%,?,-13%,?,-12%
O=C(CF)NC(Nc1cccc2cccnc12)C(Cl)(Cl)Cl (centres undefined),10%,-5%,24,7%,-2%,0%,-7%,i,-6%
O=c1oc2ccccc2n1CSC1=NCCS1,?,?,-107*,?,30%,?,-27%,i,-10%
CN(C[C@H](Cc1ccccc1)N(C[C@H](Cc1ccccc1)N(CCC(C)(C)C)N=O)N=O)N=O,-0.9%,-3%,-1,?,-14%,2%,-18%,i,-15%
CC(=O)NC(C)Cc1ccccc1 (centres undefined),-0.6%,1%,8,-3%,3%,16%,3%,?,-6%
COC(=O)C1=C(c2ccc(OCc3ccccc3)cc2)C[C@@H]2CC[C@H]1N2C(=O)NCc1cccc(OC)c1,-0.5%,?,-19,23µM*,-25%,?,-4%,?,-12%
C=CC(C)C(C(=O)c1ccccc1)N(C)C (centres undefined),-0.3%,-1%,-10,15%,/,-9%,-3%,i,12%
CC(C)C(=O)N1CCC(CN=Cc2c(O)n(C3CCCCC3)c(=O)n(C3CCCCC3)c2=O)CC1,0.3%,?,?,?,-31%,-2%,-23%,i,?
Cc1cc(C=C2C(=O)NC(=S)NC2=O)c(C)n1C1CCCC1,6.5%,?,-53*,1%,8%,-6%,-30%,i,-9%
CCOc1ccc(Nc2c(S(=O)(=O)c3ccc(C)cc3)cnc3ccccc23)cc1,0.8%,/,/,23µM*,?,?,-28%,?,-14%

# Screening results as filed in PubChem BioAssay.

# A portion of the library (hit frequency here may not be typical).
